# Assay outcomes from PubChem.
# PTAP TSG101 blk – qHTS Assay for Iinhibitors of HIV-1 Budding by Blocking the Interaction of PTAP/TSG101; Tumor susceptibility gene 101 protein (Homo sapiens), Q99816; Fluorescence polarization, FITC-PTAP peptide / Tsg101 binding; Potency, µM (titrated, usually from 115 µM), for inactives: at the top dose activity change, negative = inhibition, actives largely listed as inhibitors; 340,000 tested, under 10 active; AID 493005, 2010; active means well fitted inhibition curve with a large enough effect in the main read-out, with a control signal flat, not every such curve was filed as active; inconclusive means small, poorly fitted or top-dose-only effect, or effect the other way, or a change in a side signal; inactive means no such curve, though single readings can be large or run the other way; further: potency means the concentration at half of the fitted maximal effect; % of control where 0% means no effect
#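 Fluorescence polarization binding of Tsg101 binding domain (10 uM final) to FITC-labeled PTAP peptide (50 nM final) in HEPES pH 7.5 buffer with NaCl, Tween 20, EDTA, TCEP. Compounds added before peptide; binding 20 min at RT.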
# ELG1 repair inh – qHTS screen for small molecules that inhibit ELG1-dependent DNA repair in human embryonic kidney (HEK293T) cells expressing luciferase-tagged ELG1; 330,000 compounds, 2.3% hits; HEK293T ELG1-luciferase reporter, luminescence, 16 h; DNA damage induced by 5-fluorouridine; Potency, µM (titrated, usually from 46.1 µM), for the others: at the top dose activity change, negative = inhibition, most hits filed as inhibitors; further: potency means the concentration at half of the fitted maximal effect; on the % scale 0 is the no-effect control and ±100 the full control effect; nearly all actives have a fitted effect of over 55% in size
#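 Reporter activity after DNA damage by 5-fluorouridine is monitored. Compound-treated cells incubate 16 hr at 37 °C, then ONE-Glo is added for 30 min before luminescence reading.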
# TCR act – Activators of T cell receptors: qHTS campaign; Potency, µM (doses to about 9.22 µM), without a hit: top-dose activation of IL-2 secretion, actives largely listed as activators; 330,000 tested, under 10 active; primary human leukocytes, anti-CD3, IL-2 HTRF, 48 h; further: % of control where 0% means no effect
#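 Compounds are tested in HTS on primary human leukocytes co-incubated with a-CD3 beads for 48 hr. IL-2 output is measured by time-resolved FRET.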
# TSHR antagonist – Antagonists of the Thyroid Stimulating Hormone Receptor: HTS campaign; TSHR-expressing cells, TSH-stimulated cAMP HTRF, 2 h; hits give low values; activity change, negative = inhibition, % at 11.5 µM; 330,000 compounds, 0.2% hits; AID 504810, 2011;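 active means activity change below a set negative limit, meaning inhibition stronger than a set level, cut at about -70% in these data; inconclusive means activity change between two set negative limits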; further: on the % scale 0 is the no-effect control and ±100 the full control effect
#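 Read-out is FRET at 665 nm (cryptate excitation 337 nm) from a cryptate-tagged anti-cAMP antibody, competed by cell cAMP against cAMP-d2. Compounds are tested on freshly harvested TSHR cells challenged with 4nM TSH (EC80) for 2 hours at 37 deg C.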
# Chronic BCR inh – qHTS Assay to Find Inhibitors of Chronic Active B-Cell Receptor Signaling | Potency, µM (titrated, usually from 46.1 µM), for inactives: at the top dose ratio change, negative = lower green/red ratio, actives largely listed as inhibitors | ABC-DLBCL IkBa-CBG/CBR reporter, luminescence ratio, 4 h | AID 493014, 2011 | 340,000 compounds, 0.05% hits; active means well fitted inhibition curve with a large enough effect in the signal ratio, with a control signal flat, not every such curve was filed as active; inconclusive means small, poorly fitted or top-dose-only effect, or effect the other way, or a change in a side signal; the % refers to the signal ratio;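 further: potency means the concentration at half of the fitted maximal effect; plate controls were basal doxycycline-induced cells for no effect and cells given 10 µM MG132 for full effect; MG132 reads +100%, hits lower the ratio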
#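 TMD8 ABC-DLBCL cells carrying doxycycline-inducible green luciferase fused to IkappaBalpha plus unfused red luciferase were exposed to compounds (up to 46 uM) for 4 hrs at 37C. Activity came from the overlap-corrected green/red luminescence ratio.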
# Tb PFK block – qHTS Assay to Find Inhibitors of T. brucei phosphofructokinase | 330,000 compounds, 0.17% hits | ATP-dependent 6-phosphofructokinase (Trypanosoma brucei brucei), O15648 | Potency, µM (series often up to 57.5 µM), for inactives: at the highest dose activity, negative = inhibition, most hits filed as inhibitors | T. brucei PFK, ADP-Glo luminescence | AID 485367, 2010;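 further: potency means the concentration at half of the fitted maximal effect; 0% = uninhibited 1x PFK enzyme wells and -100% = no-enzyme wells; nearly all actives have a fitted effect of over 60% in size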
#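 In TEA buffer at pH 8.0 with 5 mM MgCl2, enzyme (1.25 nM) converted F6P (0.5 mM) and ATP (0.1 mM) for 45 min at room temperature. ADP product was read by luciferase luminescence.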
# S-ASM inh – Inhibitors of Secretory Acid Sphingomyelinase (S-ASM): qHTS; Sphingomyelin phosphodiesterase (Homo sapiens), P17405; placental ASM, HMU-PC fluorogenic substrate, 60 min; Potency, µM (series often up to 57.5 µM), for the others: top-dose activity change, negative = inhibition, most hits filed as inhibitors; 340,000 compounds, 0.006% hits; further: potency means the concentration at half of the fitted maximal effect
# Target sequence (P17405 47-631 limits assumed): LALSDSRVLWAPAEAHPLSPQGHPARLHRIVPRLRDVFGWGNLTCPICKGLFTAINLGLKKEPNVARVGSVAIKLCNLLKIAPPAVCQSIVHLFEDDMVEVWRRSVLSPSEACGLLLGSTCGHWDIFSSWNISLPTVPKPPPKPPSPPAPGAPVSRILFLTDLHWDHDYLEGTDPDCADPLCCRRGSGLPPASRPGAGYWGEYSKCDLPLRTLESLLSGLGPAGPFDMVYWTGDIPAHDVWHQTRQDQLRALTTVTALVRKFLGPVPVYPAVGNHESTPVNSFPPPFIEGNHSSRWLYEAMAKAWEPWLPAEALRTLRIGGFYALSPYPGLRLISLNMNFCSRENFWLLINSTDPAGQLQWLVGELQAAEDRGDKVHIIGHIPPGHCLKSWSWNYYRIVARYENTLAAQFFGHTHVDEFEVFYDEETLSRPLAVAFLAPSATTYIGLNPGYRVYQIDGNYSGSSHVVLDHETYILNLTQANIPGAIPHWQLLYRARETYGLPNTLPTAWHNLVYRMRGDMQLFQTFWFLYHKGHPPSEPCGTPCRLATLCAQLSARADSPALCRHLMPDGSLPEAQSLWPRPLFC
#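 Human placenta-derived ASM enzyme was preincubated with compound for 10 minutes at room temperature, then given fluorogenic substrate HMU-PC0 (9 uM final) for 60 minutes at 37 °C; a pH 10 stop preceded fluorescence reading at Ex 386/Em 447 nm.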
# Eya2 inh – qHTS Assay for Inhibitors of the Phosphatase Activity of Eya2; recombinant Eya2, OMFP fluorescence dephosphorylation (OMFP is methylfluorescein phosphate); Potency, µM (top dose mostly 76.9 µM), for inactives: at the highest dose activity, negative = inhibition, hits mostly inhibitors; 330,000 compounds, 0.006% hits; AID 488837, 2010; further: potency means the concentration at half of the fitted maximal effect; on the % scale 0 is the no-effect control and ±100 the full control effect
# Target sequence (O00167 whole entry, looked up): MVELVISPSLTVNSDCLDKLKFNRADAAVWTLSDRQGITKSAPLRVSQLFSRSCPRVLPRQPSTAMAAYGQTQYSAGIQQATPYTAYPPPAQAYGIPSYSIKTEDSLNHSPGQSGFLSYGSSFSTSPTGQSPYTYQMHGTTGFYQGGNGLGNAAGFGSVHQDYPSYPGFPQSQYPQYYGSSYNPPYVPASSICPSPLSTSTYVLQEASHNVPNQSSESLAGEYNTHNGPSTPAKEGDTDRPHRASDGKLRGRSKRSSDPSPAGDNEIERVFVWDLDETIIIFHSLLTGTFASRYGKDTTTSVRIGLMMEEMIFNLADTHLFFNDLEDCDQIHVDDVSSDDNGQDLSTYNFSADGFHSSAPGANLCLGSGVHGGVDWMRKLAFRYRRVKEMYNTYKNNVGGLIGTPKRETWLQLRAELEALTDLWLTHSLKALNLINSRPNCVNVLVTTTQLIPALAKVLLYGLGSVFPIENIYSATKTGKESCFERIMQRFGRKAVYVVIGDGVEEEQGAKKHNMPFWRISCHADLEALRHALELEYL
#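 Eya2 (0.2 uM) preincubated 10 min at ambient with compound, then OMFP substrate added at 50 uM; 10 min reaction in 50 mM HEPES pH 7.5, 50 mM NaCl, 5 uM MgCl2, 0.05% BSA, 1 mM DTT. Fluorescence read at Ex 485/Em 525 nm.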
# a7 integrin act – qHTS for Activators of Integrin-Mediated Alleviation for Muscular Dystrophy. 350,000 compounds, 0.064% hits. Potency, µM (titrated, usually from 38.3 µM), for inactives: at the top dose activation, usual class: activators. alpha7betagal myoblasts, beta-gal FDG fluorescence, 48 h;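 further: potency means the concentration at half of the fitted maximal effect; 100% = response of the positive control SU9516; nearly all actives have a fitted effect of over 60% in size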
#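 Alpha7betagal+/- myoblasts (passage 13) were plated 16-24 hr, then exposed to compounds (1:260 dilution of DMSO stock) for 48 hours at 37C. After MPER lysis, β-galactosidase reporter activity was read as FDG fluorescence (ex 480/em 540) after 30 minutes.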
# Mito fusion act – qHTS Assay for Small Molecule Inhibitors of Mitochondrial Division or Activators of Mitochondrial Fusion. S. cerevisiae fusion-defective mutant growth rescue, CellTiterGlo 48 h. Potency, µM (highest dose often 46.1 µM), without a hit: at the highest dose growth rescue (activation), usual class: activators. 320,000 compounds, 0.23% hits. AID 485298, 2010;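 further: potency means the concentration at half of the fitted maximal effect; % of control where 0% means no effect; nearly all actives have a fitted effect of over 45% in size; temperature-sensitive fusion mutants such as fzo1-1 at 37 °C on non-fermentable ethanol glycerol medium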
#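 Yeast fusion mutant, YPEG (non-fermentable carbon), compound, 48 h at 37C non-permissive; CellTiterGlo added, 10 min RT, luminescence read. Rescued growth = division inhibition.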
# A-T KAP1 phos – qHTS Assay for Identifying a Potential Treatment of Ataxia-Telangiectasia; […] A-T fibroblasts, KAP-1 phosphorylation AlphaLISA; neocarzinostatin DNA damage 30 min before lysis; AID 485349, 2010; 320,000 compounds, 0.19% hits; Potency, µM (doses to about 57.5 µM), for the others: at the top dose activation, actives largely listed as activators; further: potency means the concentration at half of the fitted maximal effect; % of control where 0% means no effect; nearly all actives have a fitted effect of over 45% in size
#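 hTERT-immortalized A-T patient fibroblasts ([…]), 500 cells/well in OPTI-MEM, 1% FBS, got compounds for 60 min, then NCS for 30 min at 37C. Lysates were then assayed for phospho-KAP-1 by AlphaLISA (anti-pKAP1 donor, anti-KAP1 acceptor beads), 6 hr at 25C.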
# * marks the source's active call; other numbers are inactive results; u = inconclusive; x = no result given; & = joins results of further samples; [ ] = remark or other dose. Unless noted, the call rests on the fitted dose curve; in most records, active means well fitted curve in the direction sought with a large enough effect; inconclusive means small, poorly fitted or top-dose-only effect, or another doubt; inactive means no such curve, though single readings can be large; an effect the other way counts as inactive or inconclusive.
SMILES,PTAP TSG101 blk,ELG1 repair inh,TCR act,TSHR antagonist,Chronic BCR inh,Tb PFK block,S-ASM inh,Eya2 inh,a7 integrin act,Mito fusion act,A-T KAP1 phos
Cn1cc(C(=O)N/N=C/c2ccc(Br)c([N+](=O)[O-])c2)c2ccccc21,-1%,u,3%,0,9%,1%,0%,-4%,5%,0%,3%
CC1=C(C(=O)Nc2ccccc2)C(c2ccc(C)o2)n2ncnc2N1 (stereo not drawn),1%,-1%,-5%,-9,0%,-8%,8%,4%[15.4 µM],-19%,2%,-6%
CCCCN(C(=O)CSc1nnc(-c2ccccc2OC)n1C)c1c(N)n(Cc2ccccc2)c(=O)[nH]c1=O,-1%,u,2%[46.1 µM],5,2%,-7%,-3%,2%,0%,-5%,-2%
CSc1ccccc1C(=O)Nc1nc2ccccc2c(=O)[nH]1,-3%,u,10%,-5,u,3%,-8%,5%,u,5%,-4%
COc1ccc(CC(=O)N2CC(=O)N(CCc3ccccc3)C(=O)C2)cc1,-1%,10%,1%,15,-2%,0%,-2%,4%,1%,2%,0%
COC(=O)Cc1ccc(NC(=S)NCc2ccc(OC)cc2)cc1,-6%,-5%,-4%,0,-1%,-3%,3%,0%,-27%,-6%,6%
COc1ccc2ccccc2c1CNC(=O)CC1C(=O)NCCN1CC(C)C (stereo not drawn),4%,1%,-8%,1,-2%,1%,9%,-5%,1%,3%,2%
CCN(Cc1ccncc1)S(=O)(=O)c1ccc(C(C)=O)cc1,0%,6.5µM*,-4%,-2,-4%,-11%,1%,-6%,-26%[7.66 µM],-5%,-10%
COc1ccc(S(=O)(=O)N2CCC(C(N)=O)CC2)cc1C(=O)N1CCCCCC1,-2%,22%,-2%,-3,1%,0%,-18%,5%,-20%,3%,-10%
Cc1[nH]c(-c2ccccn2)nc(=S)c1Cl,-2%,u,-2%,-3,u,-10%,-4%,-7%,-44%,18%,49%
CSc1ccc(COC(=O)CCS(=O)(=O)c2ccc(C)cc2)cc1,-1%,13%,5%,-1,-1%,-3%,-2%,-6%,17%,3%,-7%
NC(=O)CC(NC(=O)Cc1ccc(Br)cc1)c1ccc(NCCN2CCCC2)c([N+](=O)[O-])c1 (stereo not drawn),2%,-17%,-1%,1,-18%,1%,-6%,-3%,-4%,2%,-13%
CCOC(=O)C1=C(C)NC(C)=C(C(=O)OCC)C1C(=O)OC1CCOC1=O (stereo not drawn),-1%&-1%,10%,2%&4%,11,1%,4%,33%&37%,18%,11%&-2%,-1%,3%
COc1cc(NC(=S)N2CCC(C(N)=O)CC2)cc(OC)c1,-10%,-6%,-2%[46.1 µM],3,-2%,-1%,7%,6%,-20%,-2%,-1%
Cn1ncc(Cl)c1C(=O)NC1C2CC3CC(C2)CC1C3 (stereo not drawn),-1%,2%,-6%,-5,-1%,1%,1%,-5%,5%,5%,0%
Cc1[nH]c2ccccc2c1-c1nc2ccccc2[nH]c1=O,-1%,u,0%,-2,-17%,0%,-1%,5%,1%,6%,0%
C=CCNC(=O)C1CC(=O)N(c2ccc(OCC(=O)Nc3ccc(CC)cc3)cc2)C1 (stereo not drawn),-3%,12%,5%,6,-1%,3%,-2%,-2%,0%,3%,1%
CCOc1ccccc1NC(=O)C1CCC(=O)N1S(=O)(=O)c1ccc(C)cc1 (stereo not drawn),-1%,2%,3%,7,4%,-7%,0%,2%,7%,3%,-6%
COc1ccc(C(=O)Oc2cc(C)[nH]c(=O)c2[N+](=O)[O-])cc1,5%,18%,-5%,-2,3%,0%,5%,5%,20%,2%,16%
O=C(NCCc1ccccc1)C(=O)NCC1OCCN1S(=O)(=O)c1ccc(F)cc1 (stereo not drawn),-3%,13%,-3%,-22,2%,-1%,-4%,u,3%,1%,-4%
O/N=C/c1cccc[n+]1CCCCCC[n+]1ccccc1/C=N/O,3%,-1%,1%,10,2%,3%,1%,6%,0%,-1%,-3%
CCC(=O)N1CCN(c2ccc(Cl)cc2NC(=O)c2ccc3c(c2)OCCO3)CC1,0%,x,-7%,x,x,x,0%,x,-6%,-7%,x
CC(C)(C)c1ccc(CSc2ccc(S(=O)(=O)N3CCOCC3)cn2)cc1,0%,3%,-7%,-8,2%,-8%,-5%,-2%,-40%,4%,6%
CC1(C)Cc2ccccc2C(C(Cc2ccccc2)C(N)=O)=N1 (stereo not drawn),0%,6%,-9%,-2,u,0%,-2%,-20%,u,-2%,1%[11.5 µM]
O=C(NCc1ccncc1)C(=O)NCC1OCCN1S(=O)(=O)c1ccc(Cl)cc1 (stereo not drawn),x,-9%,-4%,-2,1%,0%,-2%,-2%,-9%,-1%,13%
Cc1occc1-c1nnc(SCC(=O)Nc2nc(C(C)(C)C)cs2)o1,1%,17%,x,-43,21%,-6%,-2%,-14%,-30%,2%,-2%
CCN(CC)CCCNC(=S)N(Cc1ccco1)Cc1cc2cc3c(cc2[nH]c1=O)OCCO3,x,u,-1%[46.1 µM],15,-17%,0%,x,-5%,x,0%,2%
C=CCNC(=S)Nc1cc(C)ccn1,-2%,-19%,6%,-12,u,-6%,5%,4%,-24%,-8%,-1%
CCN(CC)CCC(c1ccc(N(C)C)cc1)c1c(OC)cc(OC)c2ccc(=O)oc12 (stereo not drawn),x,u,5%,2,-3%,-1%,12%,-18%,-11%,-5%,-19%
COC(=O)c1nc2n(n1)C(c1ccc([N+](=O)[O-])cc1)C(C(=O)Nc1ccc(Cl)cc1)=C(C)N2 (stereo not drawn),-1%,6%,-4%[46.1 µM],-8,-5%,12%,x,3%,3%,-1%,2%
CC(C)OP(=O)(OC(C)C)C(NC(=O)c1ccccc1Br)C(N)=O (stereo not drawn),-7%,14%,-1%,7,-9%,5%,5%,12%,-5%,-3%,-5%
Cc1cccc(C)c1-n1c(SCC(=O)NCc2ccco2)nc2ccccc2c1=O,-6%,5%,4%,-4,5%,5%,-3%,1%,-25%,3%,-1%
O=C(NCCN1CCCC(O)C1)c1cc(COc2c(F)cccc2F)on1 (stereo not drawn),-8%,20%,6%,-11,1%,3%,3%,7%,11%,-10%,7%
COc1cccc(NC(=O)C2CCN(Cc3cnn(-c4ccccc4)c3-n3cccc3)CC2)c1,0%,18µM*,-7%,7,u,-1%,-2%,1%,-53%[inhibitor],-6%,x
COc1ccc2c(c1)-c1ccccc1S(=O)(=O)N2C(C)=O,-9%,-2%,3%,12,u,-9%,49%[activator],2%,24%,1%,5%
CCN1CCN(Cc2ccc(NC(=O)Nc3ccccc3OC)cc2)CC1,u,u,-3%,5,u,-1%,-2%,-1%,15%,-4%,-2%
C/C=C/c1ccc(OCCCCn2cncn2)c(OC)c1,-3%,u,-1%,-13,3%,-5%,0%,-6%,16%,-6%,13%
O=C(O)c1ccccc1C(=O)OCCCCOC(=O)c1ccccc1C(=O)O,-2%,-7%,-1%,13,-14%,7%,-2%,-3%,-7%,u,2%
Cc1cc(C)cc(N(C(=O)c2cc3ccccc3oc2=O)C2C=CS(=O)(=O)C2)c1 (stereo not drawn),-3%,-10%,-6%[46.1 µM],-3,-8%,0%,1%,2%,-32%[inhibitor],-5%,7%
